IMPase Li inh: cell-permeable IMPase inhibitors with lithium potentiation | Potency, µM (top dose mostly 59.4 µM), for the others: top-dose activity, negative = IMPase inhibition, actives largely listed as inhibitors | 0.35% of 210,000 active | CHO-M1 cells, IP1 TR-FRET (IP-One), carbachol + lithium;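 further: IP1 builds up when IMPase is blocked and the TR-FRET signal falls; potency means the concentration at half of the fitted maximal effect; plate controls were basal vehicle for no effect and high inhibitor control for full effect; nearly all actives have a fitted effect of over 50% in size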
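Readout is a homogeneous TR-FRET IP1 immunoassay (Ex 320, Em 665 and 620), where raised cytosolic IP1 lowers signal. Cells were CHO-M1 treated 30 min at 37C with test compounds plus a little lithium; AC50 values came from Hill-equation fitting.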
LMNA splice mod: modulators of lamin A splicing. Potency, µM (top dose mostly 46.1 µM), without a hit: at the highest dose ratio change, negative = inhibition, actives largely listed as inhibitors. 0.01% of 200,000 active. HeLa LMNA splicing GFP/RFP minigene ratio, 48 h. AID 1487; active means well fitted inhibition curve with a large enough effect in the signal ratio, with a control signal flat, not every such curve was filed as active; inconclusive means small, poorly fitted or top-dose-only effect, or effect the other way, or a change in a side signal; the % refers to the signal ratio; further: potency means the concentration at half of the fitted maximal effect; on the % scale 0 is the no-effect control and ±100 the full control effect
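S3 HeLa cells stably expressing lamin A-EGFP splicing minigene plus DsRed2, 600 cells/well, 48 h compound exposure at 37C. Laser-scanning cytometry; analysed as GFP (500-530 nm)/RFP (575-640 nm) total intensity ratio; 0.5% DMSO vehicle.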
CBFb-RUNX1 inh: CBF-beta/RUNX1 interaction disruption. Q01196+Q13951. AlphaScreen CBFb-His/RUNX1-biotin binding, biochemical. Potency, µM (top dose mostly 59.8 µM), for inactives: top-dose activity, negative = inhibition, usual class: inhibitors. 230,000 tested, under 10 active; further: % of control where 0% means no effect
Target sequence (Q01196 whole entry, looked up): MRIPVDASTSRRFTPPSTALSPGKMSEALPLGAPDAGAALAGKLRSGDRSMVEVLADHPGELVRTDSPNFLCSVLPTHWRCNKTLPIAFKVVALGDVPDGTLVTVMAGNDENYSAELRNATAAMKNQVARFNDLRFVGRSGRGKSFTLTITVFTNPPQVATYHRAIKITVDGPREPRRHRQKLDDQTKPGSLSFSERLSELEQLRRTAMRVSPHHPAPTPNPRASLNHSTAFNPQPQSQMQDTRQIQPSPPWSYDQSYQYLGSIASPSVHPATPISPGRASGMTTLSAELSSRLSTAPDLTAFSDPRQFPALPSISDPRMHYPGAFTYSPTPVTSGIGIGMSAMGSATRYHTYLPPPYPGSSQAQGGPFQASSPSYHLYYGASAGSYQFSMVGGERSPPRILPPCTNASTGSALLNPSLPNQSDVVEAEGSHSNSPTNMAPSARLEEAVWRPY
Target sequence (Q13951 whole entry, looked up): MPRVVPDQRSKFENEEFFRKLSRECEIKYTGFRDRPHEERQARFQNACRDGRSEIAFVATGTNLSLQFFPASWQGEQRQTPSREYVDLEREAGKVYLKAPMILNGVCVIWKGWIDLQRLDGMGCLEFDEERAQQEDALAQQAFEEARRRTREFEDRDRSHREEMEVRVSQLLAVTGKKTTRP
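Compounds were screened at multiple concentrations against a preformed CBF-beta(His)/RUNX1(biotin) complex (30 nM of each) for 15 min at room temperature, followed by 90 min with nickel and streptavidin beads and AlphaScreen reading.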
Luc counter: blocks Kinase-Glo luciferase, a counter-screen artifact; Potency, µM (doses to about 38.3 µM), without a hit: at the top dose activity change, negative = inhibition, hits mostly inhibitors; Q27757; Kinase-Glo luciferase, ATP luminescence, 8 min; 0.28% of 200,000 active; AID 1379; further: potency means the concentration at half of the fitted maximal effect; on the % scale 0 is the no-effect control and ±100 the full control effect; nearly all actives have a fitted effect of over 60% in size
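Recombinant Kinase-Glo luciferase, 10 uM ATP (linear range), luciferin; imidazole pH 7.2 / KCl / MgCl2 / Tween / BSA buffer; 8 min RT; luminescence.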
Epigenetic derep: derepresses silenced GFP reporter in murine cells. murine LDR cells, GFP reporter derepression, 30 h. Potency, µM (series often up to 53.9 µM), without a hit: at the top dose GFP activation, most hits filed as activators. 0.2% of 280,000 active. AID 1865; further: potency means the concentration at half of the fitted maximal effect; % of control where 0% means no effect; nearly all actives have a fitted effect of over 60% in size
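Reporter derepression read as number of fluorescent GFP-positive objects, 20-120 um in size, counted by laser-scanning cytometer. Mouse LDR line with an epigenetically silenced CMV-GFP locus; compound incubation 30 h, 37 C.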
GLA spleen mod: inhibits or activates alpha-galactosidase in human spleen homogenate; human spleen homogenate, 4MU-alpha-Gal fluorescence, 40 min; Potency, µM (series often up to 80 µM), inactives show at the highest dose activity change, negative = inhibition, usual class: inhibitors; 0.008% of 240,000 active; P06280;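 further: potency means the concentration at half of the fitted maximal effect; 0% = enzyme with vehicle and -100% = no enzyme basal signal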
Target sequence (P06280 32-429 limits assumed): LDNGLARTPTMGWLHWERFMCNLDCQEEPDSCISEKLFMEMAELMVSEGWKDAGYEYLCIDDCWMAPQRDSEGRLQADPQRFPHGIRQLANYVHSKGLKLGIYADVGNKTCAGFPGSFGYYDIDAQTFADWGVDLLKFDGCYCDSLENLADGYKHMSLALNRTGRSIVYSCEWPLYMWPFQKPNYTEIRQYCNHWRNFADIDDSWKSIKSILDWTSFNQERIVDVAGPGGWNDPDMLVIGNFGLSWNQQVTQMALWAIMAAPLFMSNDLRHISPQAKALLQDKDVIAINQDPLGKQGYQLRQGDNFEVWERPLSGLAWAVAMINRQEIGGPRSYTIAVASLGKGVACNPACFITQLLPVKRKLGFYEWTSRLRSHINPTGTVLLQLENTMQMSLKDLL
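Inhibition or activation of alpha-galactosidase in human spleen homogenate is scored by 4-MU fluorescence after 40 min at 37C, pH 5.0, with 1 mM substrate. AC50s come from concentration-response fitted to the Hill equation.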
NPSR antagonist: neuropeptide S receptor (human) antagonism, cAMP; CHO-NPSR cells, cAMP TR-FRET, antagonist mode; 1% of 220,000 active; Potency, µM (series often up to 38.3 µM), without a hit: at the top dose activity change, negative = inhibition, usual class: inhibitors; Q6W5P4; further: potency means the concentration at half of the fitted maximal effect; on the % scale 0 is the no-effect control and ±100 the full control effect; nearly all actives have a fitted effect of over 50% in size; many of its hits are not listed in these tables
An asterisk follows results filed as active; ? = inconclusive; / = not tested or not shown; & = joins results of further samples; [ ] = remark or other dose. Unless noted, the call rests on the fitted dose curve; in most records, active means well fitted curve in the direction sought with a large enough effect; inconclusive means small, poorly fitted or top-dose-only effect, or another doubt; inactive means no such curve, though single readings can be large; an effect the other way counts as inactive or inconclusive.

Every second line gives: IMPase Li inh	LMNA splice mod	CBFb-RUNX1 inh	Luc counter	Epigenetic derep	GLA spleen mod	NPSR antagonist
> CC12C=CC(=O)C=C1[C@@H](F)CC1C2C(O)CC2(C)C1CC[C@]2(O)C(=O)CO (some centres not stated)
  0.5%	/	20.9%	6.0%[39.9 µM]	-0.9%	5.2%	/
> O=C(CC1C(=O)NCCN1Cc1ccc(F)cc1)NCCN1CCCc2ccccc21 (configuration not stated)
  /	/	2.2%	/	-3.1%	12.3%	-13.6%
> Cc1ccc(OCc2ccc(C(=O)Nc3nccs3)o2)cc1C
  3.3%[38.3 µM]	12.2%	-0.9%	-2.3%	-0.2%	11.8%	-13.6%[46.1 µM]
> Cc1occc1-c1nnc(SCC(=O)Nc2ccccc2)n1Cc1ccccc1
  10.5%[38.3 µM]	7.0%	-4.5%	-2.9%	0.8%	8.4%	-17.6%[46.1 µM]
> Cc1cc(C(=O)NCC(=O)OCC(=O)N(C2CCCCC2)C2CCCCC2)ccc1[N+](=O)[O-]
  11.4%	-7.9%	14.6%	-2.0%	-1.5%	-5.8%	-30.7%
> O=C(/C=C/C(=O)N1CCc2ccccc2C1)N1CCc2ccccc2C1
  /	/	-2.1%	/	0.0%	0.7%	-1.8%
> COc1ccc(/C=N/NC(=O)c2cc(-c3ccc(C)cc3C)nc3ccccc23)cc1COC(C)=O
  -6.6%[38.3 µM]	19.4%	-2.1%	-0.7%	5.4%	-0.3%	-29.8%[46.1 µM]
> Cc1cc2c(cc1C)-c1c(ssc1=Nc1ccc(S(N)(=O)=O)cc1)C(C)(C)N2
  13.9%	/	?	1.6%	-0.9%	0.8%	-48.1%
> COc1ccccc1N(Cc1ccccc1)S(=O)(=O)c1cc(C(=O)O)ccc1Cl
  -1.7%	-18.8%[46 µM]	-0.8%	0.8%	-2.6%	4.3%	-19.9%
> COc1ccc(OC(=O)c2c(C)nn(-c3ccccc3)c2C)cc1
  /	/	4.0%	/	3.8%	2.2%	20.9%
> COc1cccc(C2c3[nH]c4ccccc4c3CCN2Cc2ncc[nH]2)c1 (configuration not stated)
  17.5%	/	-24.4%	2.6%	5.0%	4.3%	-36.8%
> CC(C)(O)c1cn(-c2nonc2N)nn1
  17.7%[38.3 µM]	0.2%	-0.3%	-4.2%	-1.1%	-1.0%	-3.3%[46.1 µM]
> COC(=O)c1sccc1NC(=O)c1ccc2c(c1)OCO2
  ?	-0.2%	4.4%	-4.0%	-1.0%	8.3%	-9.7%[46.1 µM]
> Cc1nn(C)cc1/C=C1\SC(=S)NC1=O
  20.0%[38.3 µM]	14.4%	-8.9%	-0.7%	-0.6%	-4.5%	-17.5%[46.1 µM]
> CCc1ccc(-n2c(SCC(=O)Nc3cccc(S(=O)(=O)NC4=NCCCCC4)c3)nc3ccccc3c2=O)cc1
  1.8%	2.6%	1.8%	3.9%	-1.8%	-6.3%	-8.8%
> COc1cccc(NC(=O)Cc2nnc(SCC(=O)c3ccccc3)n2C)c1
  2.0%	-23.8%	-3.7%	-1.5%	-0.8%	-0.3%	-8.6%[46.1 µM]
> Cc1ccc(CSC2=NCCN2S(=O)(=O)c2ccccc2)cc1
  14.2%	/	15.8%	-1.5%	0.1%	2.1%	-21.5%
> CN1CCN(c2ncc3ncc(=O)n(Cc4ccc(F)cc4)c3n2)CC1
  10.8%	2.7%	/	/	/	0.6%	/
> CCN[C@@H]1CN(CCCOC)S(=O)(=O)c2sc(S(N)(=O)=O)cc21
  4.8%	?	-5.3%[21.7 µM]	-0.6%[17.1 µM]	-0.3%[16.9 µM]	3.0%[29.1 µM]	/
> Cc1nc(CS(=O)c2ccc(Cl)cc2)cc(NCc2ccc(Cl)cc2Cl)n1 (configuration not stated)
  28.4%[38.3 µM]	-5.2%	-0.3%	2.2%	-2.5%	5.7%	-20.2%[46.1 µM]
> CCCCCCc1cc2cc(C(=O)NC)c(=N)oc2cc1O
  -0.2%[38.3 µM]	4.5%	3.8%	-5.3%	0.0%	22.4%	-4.6%[46.1 µM]
> CCC1=NN(C(=O)CCc2ccccc2O)C(O)(C(F)(F)F)C1 (configuration not stated)
  -0.8%	-5.8%	1.9%	-1.4%	0.0%	3.2%	2.7%
> CCOc1ccc(/C=C2/SC(=O)NC2=S)cc1
  8.1%	?	-19.0%	0.7%	-1.5%	7.3%	-48.9%
> COC(=O)c1ccccc1NC(=O)N[C@@H](C)C(=O)OC
  31.2%[38.3 µM]	8.6%	1.9%	-4.1%	0.0%	9.5%	-5.8%[46.1 µM]
> CCNc1nc(OC)nc(N2CCC(Cc3ccccc3)CC2)n1
  18.9%	?	1.7%	1.8%	-1.1%	3.6%	-18.0%
> CCc1cc(C(=O)c2ccc(C)cc2)c(NC(=O)CCl)s1
  15.9%	?	-9.1%	0.4%	1.0%	6.3%	-16.8%
> CC(=O)OC1CCC2(C)C3=C(CCC2C1(C)C)[C@@]1(C)CCC(C(C)CCC=C(C)C)[C@@]1(C)CC3 (some centres not stated)
  22.1%	/	5.6%	-9.6%	-1.3%	20.1%	/
> CCN(CC)S(=O)(=O)c1ccc(C(=O)/C=C/c2ccc(-c3ccc([N+](=O)[O-])cc3)o2)cc1
  /	/	10.9%	/	?	5.6%	-14.2%
> CCOc1ccc(N2CC(C(=O)Nc3cccc(C)c3C)CC2=O)cc1 (configuration not stated)
  -0.2%[38.3 µM]	6.4%	-0.3%	-1.6%	0.0%	1.4%	-15.1%[46.1 µM]
> CCOc1ccc(N2C(=O)CC(Sc3nc(C)cc(C)c3C#N)C2=O)cc1 (configuration not stated)
  2.3%[38.3 µM]	?	2.3%	-0.6%	3.4%	5.1%	-11.7%[46.1 µM]
> COc1ccc(-n2c(=O)c(-c3ccccc3)nc3cncnc32)cc1
  8.1%	-1.3%	/	/	/	17.3%	/
> COc1ccc(Cn2c(-c3ccco3)nc3c(c(=O)c4ccccc4n3C)c2=O)cc1
  /	/	7.4%	/	15.1%	11.3%	-1.5%
> O=C(NCc1ccco1)c1ccc(F)c(S(=O)(=O)N2CCCCC2)c1
  1.8%	24.4%[46 µM]	2.7%	-1.2%	-1.4%	6.5%	0.9%
> Cc1oc(-c2ccccc2)cc1C(=O)Nc1ccc(N(C)C)cc1
  5.1%[38.3 µM]	-0.1%	?	-1.8%	0.0%	0.5%	-13.5%[46.1 µM]
> O=C(c1ccccc1F)N1CCN=C1c1ccccc1
  -6.3%	-2.7%[46 µM]	-0.4%	0.6%	5.1%	-0.9%	19.6%
> COCc1nc2sc(C)c(C)c2c(=O)[nH]1
  -8.2%	-4.1%	0.8%	1.2%	-1.0%	-7.5%	0.9%[46.1 µM]
> O=[N+]([O-])c1c(-c2cn[nH]c2)n[nH]c1-c1cn[nH]c1
  /	/	9.8%	/	-1.1%	15.3%	-1.2%
> COc1cc(O)c2c(=O)c(O)c(-c3ccc(O)c(O)c3)oc2c1
  9.6%	?	-15.5%	-3.1%	2.1%	4.6%&-13.2%	/
> CSCC[C@H](NC(=O)OC(C)(C)C)c1nnc(SCc2ccc(F)cc2)o1
  12.8%[38.3 µM]	?	0.8%	-0.3%	-0.1%	-5.8%	-11.0%[46.1 µM]
> O=C(O)c1ccc(NS(=O)(=O)c2ccc3c(c2)C2C=CCC2C(c2ccccc2F)N3)cc1 (configuration not stated)
  0.2%	/	?	/	1.0%	4.3%	15.1%
> O=C(NCC(=O)N(c1cccnc1)C(C(=O)NC1CCCC1)c1ccccc1)c1ccco1 (configuration not stated)
  9.6%	/	-0.5%	2.7%	7.3%	4.7%	30.4%
> COc1ccc(OCc2nnc(SCC(N)=O)n2N)cc1
  -2.5%[38.3 µM]	17.4%	-1.1%	-1.0%	-4.3%	6.1%	0.9%[46.1 µM]
> O=C(Cc1ccc(Cl)cc1)N/N=C/c1ccccc1
  -6.6%	-2.1%[46 µM]	7.9%	-3.0%	1.1%	5.6%	-8.3%
> CCOc1ccccc1NC(=O)Cc1coc2ccc(C)cc12
  11.5%	10.8%[46 µM]	9.2%	-1.9%	2.2%	-4.8%	-38.3%
> Cc1ccc(CNC(=O)N2CCN(C)CC2)cc1
  -1.0%	2.1%	4.5%	1.4%	-2.0%	2.3%	11.5%

The final two records of the section above open the next one:
Every second line gives: IMPase Li inh	LMNA splice mod	CBFb-RUNX1 inh	Luc counter	Epigenetic derep	GLA spleen mod	NPSR antagonist
> CCOc1ccccc1NC(=O)Cc1coc2ccc(C)cc12
  11.5%	10.8%[46 µM]	9.2%	-1.9%	2.2%	-4.8%	-38.3%
> Cc1ccc(CNC(=O)N2CCN(C)CC2)cc1
  -1.0%	2.1%	4.5%	1.4%	-2.0%	2.3%	11.5%
> O=C(COC(=O)CSc1ccc2ccccc2c1)NCc1ccc2c(c1)OCO2
  -11.1%	6.9%	-2.7%	0.9%	1.1%	-2.3%	0.7%
> CC1=C(C(=O)Nc2ccccc2C)C(c2cccnc2)n2nc(CCCO)nc2N1 (configuration not stated)
  31.4%[38.3 µM]	-2.1%	4.6%	-0.2%	-2.1%	4.5%	0.0%[46.1 µM]
> C[N+](C)(C)CCNC(=O)c1c(O)c2c([nH]c1=O)CCCC2
  8.7%	-6.6%	6.8%	0.0%	-8.0%	5.5%	1.1%[46.1 µM]
> Cc1cc(F)ccc1NCC(=O)Nc1ccccc1Br
  /	-2.9%	-5.9%	/	0.9%	7.3%	-28.4%[46.1 µM]
> O=C1Nc2ccccc2N2CCCC12 (configuration not stated)
  13.6%	10.4%[46 µM]	5.3%	-5.0%	3.1%	4.3%	3.7%
> COc1cccc(CNC(=O)C2CCN(S(=O)(=O)N3CCC4(CC3)OCCO4)CC2)c1
  1.2%	0.7%	5.4%	-0.5%	0.2%	-1.6%	2.0%
> COC(=O)/C=C1/S/C(=N/N=C/c2ccco2)NC1=O
  /	/	7.0%	/	-0.3%	2.3%	20.4%[7.67 µM]
> COc1ccc(C)cc1NC(=O)C1CC(=O)N(CCc2ccccc2)C1 (configuration not stated)
  -4.7%	/	15.1%	0.6%	0.4%	2.2%	10.7%
> CCOc1ccc(Cc2noc3c2C(=O)CCC3)cc1OCC
  0.9%	19.2%[9.22 µM]	-1.2%	0.5%	-3.7%	-2.5%	5.4%
> O=C(Cn1cnc2sc(-c3ccccc3)cc2c1=O)NCc1ccccc1
  -21.8%[38.3 µM]	-16.7%	-1.0%	-2.0%	14.7%	4.1%	-6.4%[46.1 µM]

Not all compounds are listed. The share of hits here may be higher or lower than overall.
